# Source: PubChem BioAssay (National Center for Advancing Translational Sciences (NCATS))
# AmpC detergent: inhibitors of E. coli AmpC beta-lactamase with detergent | 0.041% of 370,000 active | P00811 | AmpC hydrolysis of nitrocefin, absorbance 480 nm, 0.01% Triton | Potency, µM (top dose mostly 114 µM), inactives show top-dose activity change, negative = inhibition, most hits filed as inhibitors;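 also: potency is read from the fitted curve at half-maximal effect; 0% = no-compound wells and -100% = no-enzyme wells; nearly all actives have a fitted effect of over 25% in size; some results filed as inactive show a strong effect at the top dose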
# Target sequence (P00811 whole entry, looked up): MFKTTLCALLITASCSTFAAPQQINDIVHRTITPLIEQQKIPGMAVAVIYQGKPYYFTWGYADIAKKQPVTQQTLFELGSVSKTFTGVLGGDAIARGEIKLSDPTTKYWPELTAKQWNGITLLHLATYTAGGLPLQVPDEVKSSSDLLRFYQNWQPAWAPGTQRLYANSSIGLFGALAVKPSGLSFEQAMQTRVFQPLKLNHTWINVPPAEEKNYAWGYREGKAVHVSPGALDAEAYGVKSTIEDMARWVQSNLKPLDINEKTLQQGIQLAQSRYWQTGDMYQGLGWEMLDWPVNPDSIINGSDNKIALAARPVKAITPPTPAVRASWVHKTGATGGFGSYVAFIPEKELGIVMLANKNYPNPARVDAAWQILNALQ
#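 20 mM phosphate pH 7.0 + 0.01% (detergent screen) or 0.0001% Triton X-100; 5.3 nM AmpC reagent; cpd preinc 15 min RT; nitrocefin (800 uM stock) to start; A480 q20 s × 4 min; Activity was normalised to no-enzyme and no-compound control wells.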
# HCMV antiviral: inhibitors of human cytomegalovirus. HFF cells, HCMV-luciferase reporter, 72 h; active compounds read low. activity change, negative = inhibition, % at 57.5 µM. 4.5% of 410,000 active; in the data active = activity change below about -60%; inconclusive = no clear call, values can overlap the other calls; inactive = above about -39%
#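 Inhibition of viral replication was scored as loss of reporter luminescence in HFFs infected with HCMV-luciferase (MOI 1 PFU/cell) for 72 h; compounds tested at 2 doses, normalized to buffer and Salinomycin controls.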
# Sm TGR block: blocks Schistosoma mansoni thioredoxin glutathione reductase; Potency, µM (titrated, usually from 114 µM), for the others: top-dose activity change, negative = inhibition, most hits filed as inhibitors; purified TGR, DTNB reduction, TNB absorbance 405 nm; 3% of 360,000 active; also: potency is read from the fitted curve at half-maximal effect; nearly all actives have a fitted effect of over 60% in size
#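 Kinetic colorimetric format: TGR-catalysed, NADPH-driven DTNB reduction monitored via TNB absorbance. Enzyme dispensed at 20 nM; compound exposure 15 min at room temperature before reaction start.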
# AmpC inh no detg: inhibitors of E. coli AmpC beta-lactamase without detergent. Potency, µM (top dose mostly 57.1 µM), without a hit: top-dose activity change, negative = inhibition, usual class: inhibitors. AmpC nitrocefin hydrolysis, absorbance 480 nm, 0.0001% Triton. P00811. 0.52% of 330,000 active;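 also: potency is read from the fitted curve at half-maximal effect; plate controls were no compound for no effect and no enzyme for full effect; nearly all actives have a fitted effect of over 20% in size; some results filed as inactive show a strong effect at the top dose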
#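 AmpC (5.3 nM in the dispensed reagent) in 20 mM phosphate pH 7.0 with 0.01% (detergent screen) or 0.0001% Triton X-100 was preincubated with compounds for 15 min at room temperature. Nitrocefin was then added from an 800 uM solution, and hydrolysis was followed at 480 nm.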
# AMA1-RON2 inh: inhibitors of Plasmodium falciparum AMA1-RON2 interaction; AlphaScreen AMA1-biotinylated RON2 peptide binding; Potency, µM (series often up to 58.2 µM), inactives show at the highest dose activity change, negative = inhibition, actives largely listed as inhibitors; 0.2% of 360,000 active; AID 720542;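 also: potency is read from the fitted curve at half-maximal effect; 0% = vehicle wells and -100% = peptide control; nearly all actives have a fitted effect of over 45% in size; some results filed as inactive show a strong effect at the top dose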
#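 AMA1 (3D7) with his tag at 25 nM final met compounds first, then biotinylated RON2 peptide at 25 nM; detection used donor plus acceptor beads, 10 µg/mL apiece, read by AlphaScreen after 30 min at room temperature.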
# LmPK inh: LmPK (Leishmania mexicana) enzyme inhibition; Q27686; Potency, µM (titrated, usually from 57.5 µM), for the others: top-dose activity change, negative = inhibition, actives largely listed as inhibitors; 0.37% of 290,000 active; purified LmPK, Kinase-Glo ATP luminescence, 1 h; also: potency is read from the fitted curve at half-maximal effect
# Target sequence (Q27686 whole entry, looked up): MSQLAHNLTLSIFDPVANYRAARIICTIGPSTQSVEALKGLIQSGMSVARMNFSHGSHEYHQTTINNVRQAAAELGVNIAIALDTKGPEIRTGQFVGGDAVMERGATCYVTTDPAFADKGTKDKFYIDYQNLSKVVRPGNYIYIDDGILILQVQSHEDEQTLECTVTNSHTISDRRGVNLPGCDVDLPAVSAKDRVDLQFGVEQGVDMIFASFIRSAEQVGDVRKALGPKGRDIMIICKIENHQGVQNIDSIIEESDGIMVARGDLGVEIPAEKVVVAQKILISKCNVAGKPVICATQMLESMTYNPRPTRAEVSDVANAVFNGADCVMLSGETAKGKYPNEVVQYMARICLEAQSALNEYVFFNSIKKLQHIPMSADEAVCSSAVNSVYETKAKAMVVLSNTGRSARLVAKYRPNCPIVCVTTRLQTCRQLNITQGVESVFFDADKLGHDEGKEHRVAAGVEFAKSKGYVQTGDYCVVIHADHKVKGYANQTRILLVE
#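 Purified LmPK (0.1 nM) converted ADP (0.1 mM) to ATP with PEP (0.5 mM) in imidazole buffer pH 7.2 with KCl and MgCl2, 1 h at room temperature. ATP was read by Kinase-Glo luminescence; data normalized to uninhibited and no-enzyme controls.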
# Tb PYK inh: T. brucei pyruvate kinase inhibition; Q57TT1; Potency, µM (top dose mostly 76.8 µM), without a hit: top-dose activity, negative = inhibition, actives largely listed as inhibitors; TbPYK enzyme, Kinase-Glo Plus ATP luminescence, 45 min; 0.12% of 410,000 active; also: potency is read from the fitted curve at half-maximal effect; nearly all actives have a fitted effect of over 50% in size
#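 Enzyme and substrate buffer are dispensed first and compound is pin-transferred. ADP at 130 uM final then starts the reaction, which runs 45 min at room temperature. Detection reagent is added for 10 min before luminescence is imaged.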
# Active calls of the source: *; ? = inconclusive; . = no result given; + = active, no number; [ ] = remark or other dose. Unless noted, calls follow the shape of the dose curve; as a rule, active = well fitted curve in the direction sought with a large enough effect; inconclusive = small, poorly fitted or top-dose-only effect, or another doubt; inactive = no such curve, though single readings can be large; an effect the other way counts as inactive or inconclusive. Unless noted, % is scaled to controls: 0 for no effect and ±100 for the full control effect.
molecule	AmpC detergent	HCMV antiviral	Sm TGR block	AmpC inh no detg	AMA1-RON2 inh	LmPK inh	Tb PYK inh
O=[N+]([O-])c1cc(C(F)(F)F)ccc1N1CCN(S(=O)(=O)c2ccc3ccccc3c2)CC1	1%	-69*	-1%	-50%	-21%	9%	-6%
Cc1c(CC(=O)NCc2ccccc2Cl)c(=O)oc2cc(O)ccc12	-1%	5	-2%	.	.	.	3%
Cc1ccsc1C(=O)C1CCCN(Cc2cc(C(C)C)n[nH]2)C1 (centres undefined)	-6%	-37	1%	7%	-3%	8%	-2%
COc1ccc(CNC(=O)CCC(=O)N2C[C@H]3C[C@H](C2)c2cccc(=O)n2C3)cc1	-10%	8	12%	-25%	-9%	-14%	-1%
Cc1c(-c2cccc(Cl)c2)nc2ccccc2c1C(=O)OCC(=O)Nc1ccc2c(c1)OCO2	-12%	?	-3%	?	-23%	-1%	0%
CCCN1CCN(CCCNC(=O)c2ccc3nc(Cc4ccccc4)oc3c2)CC1	2%	8	7%	.	.	.	4%
C=CC[C@@H](Cc1ccc(F)cc1)C(=O)OC[C@H]1CCCN1C(=O)[C@@H](CC=C)CC(=O)N(CCO)Cc1ccccc1	.	0	.	235%[activator]	-15%	.	3%
COc1cccc(CN(C)CC(=O)Nc2cccc3ccccc23)c1	-3%	-11	-3%	-13%	-7%	1%	-7%
COc1cccc(C(=O)Nc2nc(-c3nnn(-c4cc(C)ccc4C)c3C)ns2)c1	-5%	-12	2%	.	.	.	-2%
Cc1ccc(Cl)cc1N1CCN(S(=O)(=O)c2c(C(=O)N3CCOCC3)c(C)n(C)c2C)CC1	4%	-37	-10%	183%[activator]	1%	11%	0%
CCCN1CC(O)=C(C#N)C1=O	-1%	-6	0%	-4%	-7%	-13%	0%
CN(C)S(=O)(=O)c1cccc(NC(=O)COC(=O)CCC(=O)c2cccs2)c1	-11%	-25	-13%	-25%	-5%	1%	5%
Cc1nonc1OCCNc1ccc([N+](=O)[O-])cc1[N+](=O)[O-]	-14%	-38	-9%	-24%	-17%	-1%	-6%
COc1ccc(Cl)cc1NC(=O)CN(C)C(=O)c1cn(-c2ccccc2)nc1-c1cccs1	.	-22	.	.	-10%	.	11%
Cc1cc(C)c2nc(N3CCC(C(=O)NCc4cccnc4)CC3)sc2c1	3%	8	-1%	163%[activator]	-1%	-2%	3%
CCOC(=O)C(CCSC)Nc1nc(Cl)nc(Nc2ccc(Cl)cc2)n1 (centres undefined)	.	-6	.	.	1%	.	0%
Cc1ccc(S(=O)(=O)N(CC(=O)N/N=C/c2ccccc2C(=O)O)c2cc(Cl)cc(Cl)c2)cc1	2%	8	8%	-14%	1%	2%	-18%
Cc1cc(N2CCCCC2)nc(SCC(=O)c2ccccc2)n1	-12%	55	0%	-1%	-14%	5%	-11%
O=C(Cn1cc(C(F)(F)F)ccc1=O)N/N=C/c1ccccc1	1%	7	67%[activator]	-10%	19%	8%	2%
CCCCCOC(=O)CSc1nc2sc3c(c2c(=O)n1-c1ccccc1)CC(C)(CC)OC3 (centres undefined)	0%	-4	1%	.	.	.	-4%
NNC(=O)CSc1ncc(-c2ccccc2)[nH]1	-2%	-5	2%	-36%	71%[activator]	-7%	-8%
CC(C)c1ccc(C2=NN(c3ccccc3)C(=O)CC2)cc1	-11%	49	-2%	17%	-1%	0%	5%
CC(C)(C)NC(=O)c1ccc(COCC(F)(F)F)o1	-3%	-3	3%	.	-9%	0%	1%
CCCn1c(C(C)Nc2nc(-c3ccc(OC)cc3)cs2)nc2ccccc21 (centres undefined)	?	11	3%	-11%	36%[activator]	5%	-8%
CN(C)CCCNC(=S)Nc1ccc(Br)cc1	0%	?	-12%	-1%	0%	1%	-4%

# Only LmPK inh, AmpC inh no detg and Sm TGR block, for some of the entries so far:
SMILES	LmPK inh	AmpC inh no detg	Sm TGR block
COc1cccc(C(=O)Nc2nc(-c3nnn(-c4cc(C)ccc4C)c3C)ns2)c1	.	.	2%
Cc1ccc(Cl)cc1N1CCN(S(=O)(=O)c2c(C(=O)N3CCOCC3)c(C)n(C)c2C)CC1	11%	183%[activator]	-10%

# Other results follow.
molecule	AmpC detergent	HCMV antiviral	Sm TGR block	AmpC inh no detg	AMA1-RON2 inh	LmPK inh	Tb PYK inh
O=C(OCc1cc(=O)n2nc(C3CC3)sc2n1)c1ccc(NC(=O)c2ccccc2F)cc1	1%	-19	3%	.	.	.	-2%
C#CCOCCOCCOCCNc1nc(N2CCN(C(=O)[C@H](CC(N)=O)n3cc([C@@H](N)CC(N)=O)nn3)CC2)nc(N2CCN(C(=O)[C@H](CC(N)=O)n3cc([C@@H](N)CC(N)=O)nn3)CC2)n1	.	2	.	141%[activator]	86%[activator]	.	-3%
O=C(O)CCCC(=O)Nc1cccc(-c2nc3ccccc3[nH]2)c1	?	25	5%	-18%	35%[activator]	-2%	1%
O=[N+]([O-])c1ccc(-n2cccc2/C=N/Nc2nc(N3CCCCC3)nc(N3CCCCC3)n2)cc1	1%	.	5%[57.1 µM]	-2%	.	-2%	.
CNCC/C=C1/c2ccccc2CSc2ccccc21	-7%	-34	-11%	13%	1%	4%	-1%
C#CCOCCOCCOCCNc1nc(N2CCOCC2)nc(N2CCN(C(=O)[C@H]([C@@H](C)CC)n3cc(CCCCN)nn3)CC2)n1	?	-5	-19%	236%[activator]	-5%	2%	2%
c1cnc(N2CCNCC2)nc1	0%	-27	36%[activator]	-5%	-2%	2%	2%
CC(C)NC(=O)C1CCCN(c2ncnc3c2nc2n3CCCCC2)C1 (centres undefined)	-4%	5	-2%	.	.	.	-1%
Cc1ccc2c(c1)=NC(=O)/C(=C/c1c(O)[nH]c(=O)[nH]c1=O)C=2	4%	-19	?	-29%	-2%	1%	?
CC1(C)Cc2cccc(C(=O)NC3CCN(Cc4ccccc4)CC3)c2O1	-5%	-27	3%	17%	3%	4%	-2%
CCN1C(=O)[C@H]2[C@@H](c3ccc(-c4ccc5c(c4)OCO5)c(OC)c3)N[C@@](C)(C(=O)OC)[C@H]2C1=O	.	-28	.	151%[activator]	1%	.	-6%
CN(C1CCCCC1)S(=O)(=O)c1ccc(=S)[nH]c1	-19%	-14	-10%	-21%	0%[11.6 µM]	.	?
CCc1nc2cc3sc(CC)nc3cc2s1	1%	306	10%	-8%	47%[activator]	0%	6%
CC(=O)N/C(=C/c1ccc(Cl)cc1)C(=O)NCCc1c[nH]c2ccccc12	0%	18	0%	-1%	-12%	3%	1%
Cc1nc2sccn2c1-c1csc(NCc2ccccc2)n1	-5%	-72*	-7%	-20%	5%	-4%	7%
COc1ccc(CNC(=O)C2CCN(C(=O)c3cccc(Cl)c3)CC2)cc1	?	39	-7%	20%	-6%	-2%	4%
O=C(NC1CCCCCC1)C1c2ccccc2C(=O)N1Cc1ccco1 (centres undefined)	3%	1	50µM*	-27%	-2%	6%	-5%
O=C(CN(Cc1ccco1)C(=O)Cn1nnc(-c2cccs2)n1)NCc1ccccc1	?	-20	18µM*	-20%	-5%	3%	7%
O=C(NCCC1=CCCCC1)c1ccc(-n2cncn2)cc1	-11%	0	-8%	-8%	0%	.	6%
CCOc1ncccc1C(=O)Nc1ccc(F)c(Cl)c1	3%	60	6%	-16%	-3%	1%	-1%
CC(C)C(NCC(=O)Nc1ccccc1C(=O)NC1CC1)c1ccccc1 (centres undefined)	.	-35	.	-4%	-5%	.	-6%
Cn1nnnc1SCCNCc1cc(Br)ccc1OCc1ccccc1Cl	1%	-69*	23%	.	.	.	0%
CCN(Cc1ccccc1)C(=O)COC(=O)c1cnc(C)cn1	-2%	-23	-1%	-29%	2%	4%	-3%
Cc1ccc(S(=O)(=O)N2CCCC2)cc1C(=O)Nc1ccc(-n2cnnn2)cc1	-9%	-16	-3%	-33%	5%	.	2%
CCN(CC)CCCN(C(=O)c1ccccc1F)c1nc(-c2ccc(OC)cc2)cs1	?	29	-24%	92%[activator]	8%	6%	-5%

# Gathered by group: those above with two or more sulfur atoms (five)
molecule	AmpC detergent	HCMV antiviral	Sm TGR block	AmpC inh no detg	AMA1-RON2 inh	LmPK inh	Tb PYK inh
CN(C)S(=O)(=O)c1cccc(NC(=O)COC(=O)CCC(=O)c2cccs2)c1	-11%	-25	-13%	-25%	-5%	1%	5%
CCCCCOC(=O)CSc1nc2sc3c(c2c(=O)n1-c1ccccc1)CC(C)(CC)OC3 (centres undefined)	0%	-4	1%	.	.	.	-4%
CN(C1CCCCC1)S(=O)(=O)c1ccc(=S)[nH]c1	-19%	-14	-10%	-21%	0%[11.6 µM]	.	?
CCc1nc2cc3sc(CC)nc3cc2s1	1%	306	10%	-8%	47%[activator]	0%	6%
Cc1nc2sccn2c1-c1csc(NCc2ccccc2)n1	-5%	-72*	-7%	-20%	5%	-4%	7%

# Further entries follow:
# Each structure is followed by: AmpC detergent	HCMV antiviral	Sm TGR block	AmpC inh no detg	AMA1-RON2 inh	LmPK inh	Tb PYK inh
> C[C@@H]1CCC2[C@](C)(CO)[C@@H](O)CC[C@]2(C)[C@@]12CC[C@@](CO)(CC(=O)O)O2 (some centres undefined)
 : 4%	?	-9%	-13%	8%	-3%	-21%
> Cc1nnc2sc(SCC(=O)N3CCC(C)CC3)nn2c1=O
 : 2%	38	1%	-17%	0%	-3%	2%
> COC(=O)c1ccc(CSc2nnc(Nc3ccc(OC)cc3)s2)o1
 : ?	16	0%	-47%	-10%	8%	-2%
> O=c1cc2ncc(-c3[nH]ncc3[N+](=O)[O-])cn2[nH]1
 : 1%	-36	-1%	-33%	-6%	3%	0%
> CCc1nn(CC(=O)NCCCN2CCOCC2)c(=O)c2cc3cc(F)ccc3n12
 : -9%	+	-8%	2%	11%	8%	2%
> Cc1ccc(C)c(N2CCN(C(=O)CS(=O)(=O)c3cccc4nsnc34)CC2)c1
 : -10%	-25	-23%	.	.	.	5%
